# S-ASM inh = human S-ASM enzyme inhibition | P17405 | placental ASM, HMU-PC fluorogenic substrate, 60 min | Potency, µM (titrated, usually from 57.5 µM), inactives show at the top dose activity change, negative = inhibition, most hits filed as inhibitors | 340,000 compounds, 0.006% hits; further: potency means the concentration at half of the fitted maximal effect
# Target sequence (P17405 47-631 limits assumed): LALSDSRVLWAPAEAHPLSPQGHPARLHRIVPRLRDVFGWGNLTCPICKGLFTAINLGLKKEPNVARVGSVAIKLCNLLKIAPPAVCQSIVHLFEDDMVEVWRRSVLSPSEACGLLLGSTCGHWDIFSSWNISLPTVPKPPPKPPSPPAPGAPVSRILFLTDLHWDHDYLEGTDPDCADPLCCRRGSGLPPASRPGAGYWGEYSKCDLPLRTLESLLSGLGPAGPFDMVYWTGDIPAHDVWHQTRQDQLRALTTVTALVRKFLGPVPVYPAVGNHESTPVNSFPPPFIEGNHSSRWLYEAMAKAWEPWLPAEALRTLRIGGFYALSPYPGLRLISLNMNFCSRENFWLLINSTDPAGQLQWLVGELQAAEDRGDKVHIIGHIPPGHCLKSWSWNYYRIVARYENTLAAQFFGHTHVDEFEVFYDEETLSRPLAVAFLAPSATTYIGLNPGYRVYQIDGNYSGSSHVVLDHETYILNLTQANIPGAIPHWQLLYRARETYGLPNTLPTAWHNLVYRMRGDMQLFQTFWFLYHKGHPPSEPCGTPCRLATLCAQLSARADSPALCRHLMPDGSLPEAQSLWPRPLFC
#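 Steps: dispense placental human ASM, pin compound, wait 10 min at room temperature, add HMU-PC0 substrate at 9 uM final, incubate 60 min at 37 °C, add stop solution raising pH to 10, read fluorescence.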
# AT treatment = potential ataxia-telangiectasia treatment | […] A-T fibroblasts, KAP-1 phosphorylation AlphaLISA; neocarzinostatin DNA damage 30 min before lysis | Potency, µM (series often up to 57.5 µM), for the others: at the highest dose activation, most hits filed as activators | 320,000 compounds, 0.19% hits | AID 485349; further: potency means the concentration at half of the fitted maximal effect; % of control where 0% means no effect; nearly all actives have a fitted effect of over 45% in size
#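 ATM-like activity read as KAP-1 phosphorylation via AlphaLISA donor/acceptor antibody pairs after lysis and 6 hr at 25C. Cells were ATM-null patient fibroblasts ([…], hTERT), dosed 60 min, then exposed to the DSB inducer NCS for 30 min.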
# TSG101-PTAP inh = blocks PTAP/TSG101 interaction to inhibit HIV-1 budding; Q99816; Fluorescence polarization, FITC-PTAP peptide / Tsg101 binding; Potency, µM (highest dose often 115 µM), for the others: at the highest dose activity change, negative = inhibition, most hits filed as inhibitors; 340,000 tested, under 10 active; AID 493005; active means well fitted inhibition curve with a large enough effect in the main read-out, with a control signal flat, not every such curve was filed as active; inconclusive means small, poorly fitted or top-dose-only effect, or effect the other way, or a change in a side signal; inactive means no such curve, though single readings can be large or run the other way; further: potency means the concentration at half of the fitted maximal effect; % of control where 0% means no effect
# Target sequence (Q99816 whole entry, looked up): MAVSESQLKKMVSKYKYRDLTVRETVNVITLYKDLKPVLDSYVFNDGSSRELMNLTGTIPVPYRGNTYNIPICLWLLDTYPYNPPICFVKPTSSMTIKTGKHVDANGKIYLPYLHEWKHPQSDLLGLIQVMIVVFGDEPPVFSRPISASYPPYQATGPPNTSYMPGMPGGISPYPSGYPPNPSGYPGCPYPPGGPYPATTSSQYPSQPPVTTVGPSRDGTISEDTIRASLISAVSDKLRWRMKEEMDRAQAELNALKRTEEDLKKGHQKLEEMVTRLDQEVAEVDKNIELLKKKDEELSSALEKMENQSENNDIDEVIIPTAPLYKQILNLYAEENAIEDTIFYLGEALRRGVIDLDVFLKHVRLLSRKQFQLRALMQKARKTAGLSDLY
#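 FP read-out: FITC-PTAP peptide, 50 nM final, binding Tsg101 binding domain, 10 uM final; 20 min, r.t.; 10 mM HEPES pH 7.5, 0.15 M NaCl, 0.01% Tween 20, 3 mM EDTA, 0.1 mM TCEP.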
# Mito fusion yeast = mitochondrial division inhibition or fusion activation; S. cerevisiae fusion-defective mutant growth rescue, CellTiterGlo 48 h; Potency, µM (top dose mostly 46.1 µM), inactives show at the highest dose growth rescue (activation), most hits filed as activators; 320,000 compounds, 0.23% hits; AID 485298;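 further: potency means the concentration at half of the fitted maximal effect; % of control where 0% means no effect; nearly all actives have a fitted effect of over 45% in size; temperature-sensitive fusion mutants such as fzo1-1 at 37 °C on non-fermentable ethanol glycerol medium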
#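 Read-out: ATP-based luminescence (CellTiterGlo, 10 min ambient) reporting growth of fusion-defective ts yeast after 48 hours at 37C on glycerol/ethanol YPEG medium in the presence of compound.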
# Chronic BCR inh = chronic active BCR signaling inhibition; ABC-DLBCL IkBa-CBG/CBR reporter, luminescence ratio, 4 h; Potency, µM (titrated, usually from 46.1 µM), for inactives: at the highest dose ratio change, negative = lower green/red ratio, usual class: inhibitors; 340,000 compounds, 0.05% hits; AID 493014; active means well fitted inhibition curve with a large enough effect in the signal ratio, with a control signal flat, not every such curve was filed as active; inconclusive means small, poorly fitted or top-dose-only effect, or effect the other way, or a change in a side signal; the % refers to the signal ratio;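 further: potency means the concentration at half of the fitted maximal effect; plate controls were basal doxycycline-induced cells for no effect and cells given 10 µM MG132 for full effect; MG132 reads +100%, hits lower the ratio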
#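 Compounds up to 46 uM were incubated four hours with TMD8 cells whose green CBG68 luciferase is fused to IkappaBalpha; red CBR luminescence normalised the signal, and concentration-effect curves were fitted to fusion, red and ratio data.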
# TSHR antagonist = human thyrotropin receptor antagonism. P16473. TSHR-expressing cells, TSH-stimulated cAMP HTRF, 2 h; active compounds read low. activity change, negative = inhibition, % at 11.5 µM. 330,000 compounds, 0.2% hits. AID 504810;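 active means activity change below a set negative limit, meaning inhibition stronger than a set level, cut at about -70% in these data; inconclusive means activity change between two set negative limits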; further: on the % scale 0 is the no-effect control and ±100 the full control effect
#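 Antagonism was scored as loss of TSH-driven cAMP in TSHR cells, stimulated with 4nM TSH (EC80) for 2 hours at 37 deg C and detected by homogeneous HTRF competition immunoassay.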
# Eya2 phos inh = inhibitors of human Eya2 phosphatase activity; recombinant Eya2, OMFP fluorescence dephosphorylation (OMFP is methylfluorescein phosphate); 330,000 compounds, 0.006% hits; O00167; Potency, µM (top dose mostly 76.9 µM), for the others: at the top dose activity, negative = inhibition, hits mostly inhibitors; further: potency means the concentration at half of the fitted maximal effect; on the % scale 0 is the no-effect control and ±100 the full control effect
#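 Eya2 protein (added as 0.2 uM solution) was preincubated with compound for 10 min at ambient temperature in 50 mM HEPES pH 7.5, 50 mM NaCl, 5 uM MgCl2, 0.05% BSA, 1 mM DTT. OMFP (added at 50 uM) then reacted 10 min; fluorescence read at 485/525 nm.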
# Integrin act MD = activates integrin-mediated alleviation for muscular dystrophy | alpha7betagal myoblasts, beta-gal FDG fluorescence, 48 h | Potency, µM (doses to about 38.3 µM), for the others: top-dose activation, most hits filed as activators | 350,000 compounds, 0.064% hits | AID 624291;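 further: potency means the concentration at half of the fitted maximal effect; 100% = response of the positive control SU9516; nearly all actives have a fitted effect of over 60% in size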
#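 alpha7betagal+/- myoblasts (passage 13, 250/well) treated 48 h at 37C with compounds at 1:260 dilution of DMSO stock. Lysed, then beta-galactosidase activity read as FDG fluorescence (ex 480/em 540) after 30 min, with pre-read for autofluorescence.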
# ELG1 DNA repair = blocks ELG1-dependent DNA repair in HEK293T cells | 330,000 compounds, 2.3% hits | HEK293T ELG1-luciferase reporter, luminescence, 16 h; DNA damage induced by 5-fluorouridine | Potency, µM (top dose mostly 46.1 µM), inactives show at the top dose activity change, negative = inhibition, actives largely listed as inhibitors; further: potency means the concentration at half of the fitted maximal effect; on the % scale 0 is the no-effect control and ±100 the full control effect; nearly all actives have a fitted effect of over 55% in size
#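 DMSO vehicle served as the neutral condition. Each well held 2,000 cells given 5-fluorouridine plus compound; after 16 hr at 37 °C/5% CO2, ONE-Glo was added and luciferase measured 30 min later.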
# Tb PFK block = T. brucei PFK enzyme inhibition | AID 485367 | T. brucei PFK, ADP-Glo luminescence | Potency, µM (series often up to 57.5 µM), without a hit: top-dose activity, negative = inhibition, hits mostly inhibitors | 330,000 compounds, 0.17% hits;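 further: potency means the concentration at half of the fitted maximal effect; 0% = uninhibited 1x PFK enzyme wells and -100% = no-enzyme wells; nearly all actives have a fitted effect of over 60% in size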
#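 1.25 nM PFK with 0.5 mM F6P and 0.1 mM ATP in 0.1 M TEA pH 8.0, 5 mM MgCl2, incubated 45 min at room temperature; ADP measured by ADP-Glo luminescence; compounds titrated up to 57 uM.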
# TCR activator = activates T cell receptor signaling; primary human leukocytes, anti-CD3, IL-2 HTRF, 48 h; Potency, µM (highest dose often 9.22 µM), for the others: top-dose activation of IL-2 secretion, hits mostly activators; 330,000 tested, under 10 active; further: % of control where 0% means no effect
#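 HTRF read-out of IL-2 secretion: europium cryptate donor excited at 320nm, d2 acceptor emission at 665nm. Cells were primary human leukocytes incubated 48 hr with compounds and a-CD3 beads, supplying TCR signal only.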
# * = called active by the depositor; i = inactive; ? = inconclusive; nt = no result given; [ ] = dose if it differs, or a comment. Unless noted, the call rests on the fitted dose curve; in most records, active means well fitted curve in the direction sought with a large enough effect; inconclusive means small, poorly fitted or top-dose-only effect, or another doubt; inactive means no such curve, though single readings can be large; an effect the other way counts as inactive or inconclusive.
molecule	S-ASM inh	AT treatment	TSG101-PTAP inh	Mito fusion yeast	Chronic BCR inh	TSHR antagonist	Eya2 phos inh	Integrin act MD	ELG1 DNA repair	Tb PFK block	TCR activator
COc1ccccc1C(=O)NC(=S)Nc1ccc(Cc2ccncc2)cc1	-0.4%	8.8%	-6.3%	?	?	-16.6	4.5%	-0.5%	-17.7%	5.2%	-7.8%
CS(=O)(=O)c1cccc(-c2nnc(NC(=O)CCS(=O)(=O)c3ccccc3)o2)c1	-3.4%	-2.2%	-3.2%	-1.6%	-5.8%	-11.1	13.9%	-34.4%[inhibitor]	8.7%	-0.4%	1.0%
CCOc1ccc(NC(=O)Cc2nnc(SCC(=O)N3CCOCC3)n2C)cc1	nt	9.6%	-4.9%	-2.9%	0.2%	9.6	-11.7%	12.5%	23.3%	-0.9%	-2.5%
O=C(O)c1ccccc1NS(=O)(=O)c1ccc(NN=Cc2ccc(F)cc2)c([N+](=O)[O-])c1	-12.4%	-5.1%	-1.5%	nt	?	-22.2	-20.4%	0.0%	4.0%	20.2%	-1.3%[46.1 µM]
COc1ccc(O)c(C=Nc2cc(C)on2)c1	4.8%	0.4%	0.7%	-0.4%	-0.6%	-9.4	8.1%[15.4 µM]	21.7%[7.66 µM]	7.1%	-7.3%	nt
CN(C)CCNc1ncnc2c1sc1nc(N3CCOCC3)c3c(c12)CC(C)(C)SC3	?	5.0%	-1.3%	-8.3%	-1.2%	49.8	?	-68.8%[inhibitor]	0.1%	-1.2%	-3.1%
CC1CC(C)CN(CCCCOc2ccc([N+](=O)[O-])cc2)C1 (stereo not given)	-1.9%	-0.5%	-0.2%	5.4%	-3.0%	8.5	-1.9%	-15.9%	-0.6%	0.5%	-8.9%[46.1 µM]
CCOC(=O)c1ccccc1NC(=O)COC(=O)CN1C(=O)NC2(CCCC2)C1=O	0.6%	0.3%	-3.7%	2.9%	-6.1%	-0.4	-9.9%	-2.0%	12.7%	-8.4%	nt
Cc1ccc(C(=O)NC2CCN(C(=O)Nc3ccc(F)cc3)CC2)cc1	-0.4%	10.4%	-7.7%	0.1%	6.0%	-0.8	-3.5%	-19.7%	12.7%	-6.5%	-11.1%
CCOC(=O)CN(Cc1sccc1C)C(=O)Nc1ccc(OC)cc1OC	5.1%	-6.5%	-5.0%	-1.4%	-1.3%	-9.3	-12.6%	13.9%	-0.4%	-0.1%	-5.3%[46.1 µM]
CCOC(=O)CC1(NC(=O)C2CCC(=O)N(C3CC3)C2)CCCCC1 (stereo not given)	6.0%	-3.3%	-2.7%	-2.5%	-2.4%	12.3	0.2%	12.5%	?	-2.8%	0.8%
Cc1ccc([N+](=O)[O-])cc1NC(=O)c1ccc(C(C)(C)C)cc1	-6.8%	3.5%	-3.0%	-4.0%	-5.4%	-37.2	-3.4%	-44.2%	?	-17.0%	7.1%
CC(=O)c1ccccc1OCc1ccc(S(=O)(=O)Cc2ccccc2)cc1	-1.0%	9.8%	-3.3%	6.9%	?	-27.6	1.6%	-33.2%[inhibitor]	?	1.6%	3.3%
CCOC(=O)C1=C(N)Oc2cc(O)ccc2C1c1ccc(Br)cc1 (stereo not given)	?	-6.3%	-0.5%	-2.7%	?	22.2	1.8%	?	28.5%	-0.6%	4.4%
CCC(C)NC(=O)CSc1nnc(-c2cc(OC)c(OC)c(OC)c2)c(-c2cc(OC)c(OC)c(OC)c2)n1 (stereo not given)	-2.6%	2.9%	-5.2%	1.7%	4.2%	21.6	-8.7%	-20.1%	?	7.5%	0.3%
Nc1c(-c2ccc(Cl)cc2)cnn1-c1cccc(C(F)(F)F)c1	-4.3%	2.6%	-1.4%	-0.9%	?	-8.3	-38.6%	6.8%	?	-0.3%	0.7%
CCC1CCCCN1Cc1ccc(OC)c(C)c1C (stereo not given)	3.2%	nt	1.4%	-0.2%	-2.3%	-4.8	-16.3%	-17.3%	-1.0%	-0.5%	-4.6%
Cc1cccc2c1-c1sc(C(=O)Nc3nccs3)cc1CO2	i	6.9%	-1.5%	-4.2%	nt	-10.4	10.3%	-5.5%	?	2.3%	2.2%
CCOc1ccccc1-c1nc(-c2ccc(NC(=O)Cc3ccccc3OC)cc2)no1	-8.0%	1.9%	2.4%	-8.3%	?	0.0	12.2%	-7.9%	-22.0%	0.9%	-6.4%
N#CC/C(N)=N/NC(=O)CCCNc1ncc(C(F)(F)F)cc1Cl	0.4%	0.9%	-2.7%	3.9%	?	0.5	-1.0%	22.8%	7.1%	-0.3%	7.1%
Cc1cc(C(=O)N/N=C2\CCCC(C)C2)n[nH]1 (stereo not given)	5.5%	-0.1%	-8.7%	-4.4%	?	0.4	8.6%	0.4%	?	-7.5%	-1.0%
CC(=O)Nc1ccc(SCc2csc(C)n2)cc1	-0.4%	0.0%	0.3%	?	4.3%	1.0	3.8%	6.6%	14.4%	-0.7%	3.6%
O=S(=O)(/N=C(/Nc1ccc(Cl)cc1Cl)c1ccccc1)c1cccs1	-1.6%	-7.2%	1.2%	9.8%	-0.8%	18.2	-17.9%	27.0%	-8.0%	-3.2%	-0.2%
Cc1ccccc1C(=O)c1cccn1CC(=O)NCc1ccc(F)cc1	-2.2%	0.9%	-2.7%	3.9%	-12.1%	25.5	-7.4%	4.4%	25.4%	0.6%	-1.1%
CCOC(=O)C1(Cc2ccccc2Cl)CCN(C(=O)CCn2ccnc2C)CC1	0.2%	-1.3%	-1.6%	-6.3%	26.9%	1.5	-20.4%	-26.4%	?	1.5%	2.6%
Cc1ccc(C(=O)NCC(=O)N2CCC3(CC2)NCCc2[nH]cnc23)cc1C	1.6%	-8.8%	-0.1%	-9.7%	-10.0%	6.3	1.3%	1.2%	2.5%	0.0%	2.4%
Cc1nc(-c2cccnc2)sc1C(N)=O	6.5%	-2.4%	-3.2%	-0.8%	-1.6%	-1.7	5.2%	-8.3%	0.7%	-0.4%	0.9%
COc1cc(S(=O)(=O)N2CCN(Cc3cccs3)CC2)ccc1NC(C)=O	1.9%	-0.9%	0.1%	5.0%	-1.3%	-3.9	-6.5%	9.5%	18.4%	-2.6%	1.4%
CCOC(=O)c1ccc(NC(=O)c2cnccn2)cc1	-0.3%	-0.9%	-6.4%	-1.3%	0.6%	5.6	7.2%	5.3%	?	-5.2%	3.8%
Cc1ccc(S(=O)(=O)/N=C(/Nc2ccc3[nH]c(=O)[nH]c3c2)c2ccc(F)cc2)cc1	1.0%	0.1%	-8.1%	2.2%	-2.9%	-6.6	-5.3%	-21.8%	-0.1%	0.2%	6.0%
CSc1ccccc1OCc1cc(C(=O)N(C)C(C)c2nc(C)cs2)no1 (stereo not given)	-1.9%	12.8%	-0.1%	0.6%	?	2.9	-6.4%	-8.0%	-23.7%	2.8%	4.5%
COc1ccc(N2C(=O)c3cccc4cccc(c34)C2=O)nn1	6.5%	5.0%	-18.7%	-7.6%	-0.5%	-1.2	-0.6%	11.6%[7.66 µM]	-3.6%	6.1%	nt
CC1(C)C[C@@H]2C[C@@](C)(CN2C(=O)c2cc(COc3cccc(C(F)(F)F)c3)on2)C1	-1.0%	3.1%	?	-1.0%	?	-23.8	-1.9%	-38.3%	-1.9%	-11.8%	1.0%
COc1ccc(C2CC(c3cccc(OC)c3)n3nc(N)nc3N2)cc1 (stereo not given)	3.5%	0.8%	-5.5%	-3.0%	-11.9%	-7.8	3.7%	-28.8%	2.1%	0.6%	-6.4%[46.1 µM]
CC1CCN(S(=O)(=O)c2nnc(NC(=O)c3ccccc3Br)s2)CC1	-5.9%	1.1%	-6.5%	-3.9%	19.5%	-22.2	9.4%	4.0%	-4.4%	-3.6%	-25.6%
COc1ccccc1NC(=O)c1ccc(Cl)c(S(=O)(=O)N2CCCCC2)c1	-0.2%	8.0%	-0.9%	7.9%	4.3%	0.6	2.9%	-7.8%	-15.4%	-4.8%	1.2%
COc1ccc(Br)cc1/C=C/C(=O)NC(=S)Nc1ccc(Cl)c(C(=O)O)c1	-1.4%	4.0%	-12.2%	-0.7%	-3.5%	-19.4	16.3%	-8.0%	0.0%	-10.6%	1.6%
